# Source: PubChem
# Yfh1-off respiration – mitochondrial function rescue without frataxin homolog – Friedreich's ataxia, plus single-dose screen, dose response (AID 1465) | S. cerevisiae Yfh1-off respiration, WST-1 reduction, 72 h; higher fold induction means a stronger effect | one-dose fold induction at 50 µM; EC50 in µM for titrated hits | actives 0.074% (n = 220,000);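 active = fold induction of absorbance versus untreated yeast above a set limit, then at least 30% activation at any dose in follow-up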;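 also: activators that raise dye reduction in frataxin-depleted yeast; strong numbers were not always called active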
# human PMI inhibition – inhibitors of human PMI, primary screen, biochemical, fluorescence intensity, coupled assay (AID 1209); one-dose inhibition, % at 20 µM; IC50 in µM for titrated hits; actives 0.42% (n = 190,000); purified PMI enzyme, coupled fluorescence intensity; higher % means a stronger effect;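 also: plate controls were DMSO vehicle for no effect and wells lacking substrate for full effect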
# WT yeast gro inh – growth inhibition of WT yeast, mitochondrial fusion screen; actives 2.1% (n = 190,000); inhibition, % at 10 µM; mitochondrial fusion phenotypic screen, WT strain; in the data active = inhibition above about 58%; tested in S. cerevisiae
# bCat nuc transl – alters nuclear translocation of beta-catenin in HeLa cells | immunofluorescence imaging | nuclear translocation activity, % at 5 µM | actives 0.3% (n = 190,000);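 active = nuclear translocation activity above 50% at 5 µM, with a well cell count of 50 or more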;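 also: per-cell ratio of nuclear to cytoplasmic median beta-catenin stain intensity; plate controls were DMSO negative control for no effect and GSK-3 inhibitor IX positive control for full effect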
#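 System: HeLa cells, endogenous beta-catenin; compound dosing: 5 µM primary single dose, 0.1% DMSO, 0.02–20 µM confirmation series; incubation: 24 h compound exposure at 37°C, 5% CO2; signal: beta-catenin immunofluorescence imaging with DAPI; evaluation: % activation, nuclear-to-cytoplasmic median beta-catenin signal ratio per cell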
# Ins promoter up – MIN6 insulin promoter up-regulation; actives 0.3% (n = 190,000); MIN6 insulin promoter-GFP reporter, high-content imaging; active compounds read high; AID 1625; z-score at 5 µM;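 active = z-score above 3 at 5 µM with at least 500 cells counted in the well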
# Autophagy mod – modulators of autophagy; MEF GFP-LC3 puncta imaging; test concentration mostly 10 µM; calls only at 10 µM (by protocol); actives 0.98% (n = 190,000); AID 463193;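 active = percentage of spot-positive cells more than 3 SD above its plate mean, without a fluorescence outlier flag or 80% toxicity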;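 also: spot-positive cell cutoff set from DMSO-treated cells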
# PMI inhibition – MPI inhibition at elevated mannose 6-phosphate – biochemical, fluorescence intensity, high mannose 6-phosphate, primary screen (AID 1220). recombinant PMI enzyme, coupled fluorescence intensity; higher % means a stronger effect. inhibition, % at 20 µM, or IC50 in µM where a hit was titrated. actives 0.66% (n = 190,000)
# Dynein cargo inh – dynein cargo transport inhibition; actives 0.47% (n = 220,000); 3617.4 mouse cells, GR-EGFP nuclear translocation imaging; test concentration mostly 20 µM; stimulated with dexamethasone, 1 µM; active compounds read low; z-score, hits read low; AID 1381;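 active = plate z-score of nuclear minus cytoplasmic receptor signal below a set negative limit, without overly bright fluorescence or cell loss, cut at about -3.5 in these data, passing the limit was not always enough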;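 also: z-score of nuclear minus cytoplasmic ring GR-EGFP intensity difference per well; some compounds called inactive have numbers as strong as hits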
#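 Buffer or medium: tet-free, stripped-serum medium; Also added: dexamethasone, 1.0 µM final; Technique: high-content fluorescence imaging after fixation; Times: 48 h induction, 1 h compound, 30 min dex at 37 °C; Read-out: per-cell GR-EGFP intensity, nucleus versus surrounding cytoplasmic ring, well-averaged.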
# MT stabilize HCS – stabilizes microtubules in HeLa cells. HeLa tubulin immunostaining HCS, 24 h; share of cells brighter than vehicle mean+2SD. % tubulin-high responders, % at 10 µM. actives 0.83% (n = 200,000). AID 2205;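 active = plate Z-score above 3 for both tubulin-high and condensed-nucleus cell shares, with cell loss under 80%, at 10 µM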;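 also: anti alpha tubulin signal scored within the nucleus-defined area of each cell; some results filed as inactive read as strong as hits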
# WT yeast gro inh mutant strain – further read-out of WT yeast gro inh, marked with its call; inhibition, %; mitochondrial fusion phenotypic screen, mutant strain inhibition
# Dynein cargo inh cytoplasmic EGFP – second read-out of Dynein cargo inh, no call of its own (marks repeat the call); z-score; measured here: cytoplasmic GR-EGFP intensity; active compounds read high
# Dynein cargo inh nuclear GR-EGFP – also measured in Dynein cargo inh; calls as there; z-score; measured here: nuclear GR-EGFP intensity;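 lower value marks the stronger effect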
# Dynein cargo inh cell count – further read-out of Dynein cargo inh, marked with its call; z-score; measured here: cell count per field
# Ins promoter up cell count – also measured in Ins promoter up; calls as there; cell count; measured here: cytotoxicity, nuclei count;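 total cells summed across four imaged fields per well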
# bCat nuc transl cell count 5 µM – also measured in bCat nuc transl; calls as there; cell count; measured here: cell count, cytotoxicity flag
# MT stabilize HCS Hoechst-high % – also measured in MT stabilize HCS; calls as there; % Hoechst-high responders; measured here: nuclear condensation Hoechst responders;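 share of cells brighter than vehicle mean plus two SD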
# MT stabilize HCS cytotoxicity % – also measured in MT stabilize HCS; calls as there; toxicity, %; measured here: cytotoxicity by cell density;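 0% = mean cell density of plate MIN control wells and 100% = no cells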
# Autophagy mod cell loss 18 h – also measured in Autophagy mod; calls as there; toxicity, %; measured here: cell loss, nuclei count;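 cell loss after 18 h compound exposure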
# Numbers without * were called inactive; i = inactive; · = not tested or not shown; + = active, no number. Rule as the data show it, unless noted: active = inhibition above about 50%; inactive = the rest. This is a random part of the collection; 5% or so of the library scored in one or more.
Structure	Yfh1-off respiration	human PMI inhibition	WT yeast gro inh	WT yeast gro inh mutant strain	bCat nuc transl	bCat nuc transl cell count 5 µM	Ins promoter up	Ins promoter up cell count	Autophagy mod	Autophagy mod cell loss 18 h	PMI inhibition	Dynein cargo inh	Dynein cargo inh cytoplasmic EGFP	Dynein cargo inh nuclear GR-EGFP	Dynein cargo inh cell count	MT stabilize HCS	MT stabilize HCS Hoechst-high %	MT stabilize HCS cytotoxicity %
CC(=O)Nc1ccc(C(=O)Nc2nc(-c3ccccn3)cs2)cc1	i	-33%	7	13	0.4	1133	-0.99	1169	i	1	14%	-0.12	-0.29	0.21	0.61	4.4	1.5	27
Clc1ccc(Cn2nnc(-c3ccccc3)n2)cc1	i	4%	32	17	-3.3	1312	-0.51	1093	i	-3	-1%	-0.28	-0.24	-0.11	1.7	3.2	2.2	4.3
Cc1cc(C(=O)Nc2ccon2)c(C)o1	i	-10%	9	7	0.1	986	0.33	1608	i	0	2%	0.54	-0.27	0.95	-0.99	3.4	2.4	6.0
Cc1ccccc1N=C1NC(=O)/C(=C/c2cccn2C)S1	i	·	·	·	21	942	0.27	967	·	·	·	0.00063	-0.091	0.61	-0.18	·	·	·
CCOC(=O)c1c2ccc(OCC(=O)N/N=C/c3ccc(C)cc3)cc2n2ccccc12	·	·	-3	7	4.1	1391	0.5	737	+	9.7*	13µM*	-1.8	20	4.3	-1.3	10	11	19
C=CCOC(=O)/C(=C\c1ccccc1)NC(=O)c1ccco1	i	2%	-10	14	-1.8	1109	0.08	1302	i	10	4%	1.3	-0.24	0.82	-0.88	2.4	2.2	9.8
O=C(Nc1ccccc1Cl)C1(c2ccccc2)CC1(Cl)Cl (stereo unspecified)	i	5%	53	5	·	·	-0.99	1184	i	6	2%	-0.33	-0.19	0.57	0.14	2.6	3.0	11
COc1ccc(S(=O)(=O)N2Cc3ccccc3CC2C(=O)Nc2ccc(O)cc2)cc1OC (stereo unspecified)	i	19%	15	7	0.0	1039	-0.67	2031	·	·	16%	-0.68	-0.22	-0.17	-0.099	7.6	1.2	6.8
CCn1c(O)c(C=NCc2cccs2)c(=O)n(CC)c1=S	i	9%	55	23	·	·	0.14	960	i	0	14%	-0.73	0.011	-0.13	0.45	2.0	1.2	7.9
CCOC(=O)Cc1csc(NC(=O)CSc2ncnc3c2cnn3-c2ccc(OC)cc2)n1	i	20%	-1	1	-5.7	1039	-0.47	1228	i	11	20%	-0.38	-0.16	-0.25	0.11	2.8	1.5	7.9
O=c1c2c3c(sc2n(CCN2CCCCC2)c(=O)n1Cc1ccco1)CCCCC3	i	8%	8	4	·	·	-0.91	917	i	-7	13%	0.35	-0.1	0.24	-0.41	2.5	2.5	12
O=C(CCCN1C(=O)c2ccccc2C1=O)Oc1ccc(F)cc1	i	6%	-1	-6	0.0	1032	·	·	i	-3	8%	-0.45	-0.31	-0.34	1.6	1.5	2.2	9.4
CS(=O)(=O)N(Cc1ccccc1)c1ccc(C(=O)NN=C2CCCCCC2)cc1	i	0%	1	8	-3.2	1174	0.67	1259	i	0	-8%	2.3	-0.18	1.3	-2.1	2.7	2.8	9.4
CCn1c(=O)c(C(C)=O)nc2ccccc21	i	-2%	-10	-6	-7.6	822	0.37	1440	i	-2	4%	0.44	-0.21	-0.0092	0.41	1.4	1.9	6.4
Oc1cc(-c2ccccc2)c2ccccc2c1	i	83%*	47	61	0.9	476	-0.13	1433	i	-12	14µM*	-0.95	-0.19	-0.9	-0.18	4.2	4.2	10
Cn1cccc1/C=C1\SC(=Nc2cccc(O)c2)NC1=O	i	·	·	·	1.0	1247	1.1	1256	·	·	·	-0.36	-0.28	-0.16	0.03	·	·	·
CC(=O)n1nc(-c2cccnc2)nc1NCc1cccs1	i	-10%	12	-4	0.6	1455	·	·	i	-7	-7%	-0.041	-0.18	-0.14	-0.024	3.2	1.5	0.4
C=CCn1c(CCC(O)COCCCCC)n[nH]c1=S (stereo unspecified)	i	·	·	·	1.4	1321	0.46	1036	·	·	·	0.14	-0.22	0.45	-0.0057	·	·	·
COc1cccc(CNC(=O)C(C(=O)NCc2cccc(OC)c2)c2ncc(C(F)(F)F)cc2Cl)c1	i	-7%	-13	17	-1.2	1133	-0.08	1293	i	-7	-11%	-0.51	-0.33	-0.35	0.59	3.0	2.2	4.4
CC(C)Sc1nc2c(c(=O)n1C)SC(C)C2 (stereo unspecified)	i	11%	21	-5	0.3	1116	-0.74	1912	i	-3	8%	-0.22	-0.2	-0.0096	0.35	1.5	1.5	8.0
O=C(COC(=O)c1ccc(S(=O)(=O)N2CCCC2)cc1)NCc1ccc(F)cc1	i	3%	-1	-13	1.9	1272	0.81	1614	i	2	2%	-0.35	-0.2	-0.37	0.81	2.6	1.7	6.6
Cc1nn(C(=O)c2nn(C)cc2[N+](=O)[O-])c(C)c1Br	i	7%	-12	20	0.2	1494	0.09	1465	i	1	12%	-1	-0.17	-0.55	0.97	2.4	2.3	5.9
Cc1cc(=O)oc(C)c1C(=O)NCCCN1C(C)CCCC1C (stereo unspecified)	i	-9%	2	-5	2.6	1351	-0.24	1514	i	-21	12%	0.096	-0.22	0.21	0.11	2.6	1.4	5.8
Cc1cc(C(=O)OCC(=O)Nc2cc(C)on2)c2ccccc2n1	i	-1%	-3	-11	-4.3	1169	-1.2	928	i	-8	-7%	0.64	-0.064	0.43	-0.66	1.8	2.3	8.8
CC(C)N1C(=O)c2ccccc2C1C(=O)NC1CCCCCC1 (stereo unspecified)	i	-11%	-6	-6	-3.0	887	0.74	1222	i	7	-11%	2.5	-0.089	2.1	-2.1	4.2	1.9	4.9
CCOCCCNC(=O)C(NC(=O)c1ccc2c(c1)OCO2)c1ccc(OC)cc1 (stereo unspecified)	i	-2%	3	-1	1.3	1439	-1	1482	i	0	-9%	0.26	-0.00068	0.33	0.37	3.6	3.1	3.0
Cc1cccc(N2CCN(C(=S)Nc3ccc4nc(N5CCN(C)CC5)cc(C)c4c3)CC2C)c1 (stereo unspecified)	i	7%	6	24	-0.1	1061	-0.6	1007	i	33	18%	-0.46	-0.3	-0.018	0.15	4.1	5.4	9.1
CCOC(=O)c1ccc[n+](CC(=O)c2ccccc2)c1	i	-7%	19	17	-0.7	780	-0.04	1301	i	9	-19%	0.39	-0.3	0.26	0.92	7.9	1.6	1.1
O=C(N1CCN(Cc2ccc3c(c2)OCO3)CC1)C12CC3CC(CC(C3)C1)C2	i	0%	·	·	-0.3	1141	-2.3	1054	·	·	1%	·	·	·	·	·	·	·
OCC1(CCOc2ccccc2)CCN(Cc2nc3ccc(F)cc3[nH]2)CC1	i	6%	6	1	-0.1	971	·	·	i	-14	0%	-0.63	-0.17	-0.39	-0.73	2.3	2.4	9.5

Structure	Yfh1-off respiration	human PMI inhibition	WT yeast gro inh	WT yeast gro inh mutant strain	bCat nuc transl	bCat nuc transl cell count 5 µM	Ins promoter up	Ins promoter up cell count	Autophagy mod	Autophagy mod cell loss 18 h	PMI inhibition	Dynein cargo inh	Dynein cargo inh cytoplasmic EGFP	Dynein cargo inh nuclear GR-EGFP	Dynein cargo inh cell count	MT stabilize HCS	MT stabilize HCS Hoechst-high %	MT stabilize HCS cytotoxicity %
CCN(CC)S(=O)(=O)c1cccc(C(=O)NC(C(=O)NC2=NCCS2)C(C)C)c1 (stereo unspecified)	i	3%	-19	19	-6.7	1106	0.26	1212	i	25	12%	-0.55	-0.14	0.089	0.0089	4.2	1.9	7.7
CCOC(=O)C1CCCc2c1[nH]c1c(C(N)=O)cccc21 (stereo unspecified)	i	1%	-3	34	·	·	1.3	895	i	-3	-3%	0.046	-0.24	-0.19	0.66	1.4	1.0	9.1
CCc1nc2ccccc2n1Cc1ccccc1F	i	17%	-5	31	0.4	1476	-0.28	1389	i	8	11%	-1.1	-0.33	-0.17	1.5	4.3	4.0	6.6
Nc1ccccc1Nc1ccc([N+](=O)[O-])cc1[N+](=O)[O-]	i	-5%	-12	-19	·	·	0.33	1281	i	6	9%	-0.85	-0.32	-0.83	1.1	3.1	2.1	11
Cc1cccc(N2CCN(C(=O)C(C)n3nc(C)n4c(cc5occc54)c3=O)CC2)c1C (stereo unspecified)	i	4%	45	39	·	·	0.24	967	i	-9	-6%	-0.65	0.38	-0.062	0.14	2.8	1.2	3.7
COC(=O)C1=C(C(=O)OC)C2(OC1c1ccc(Br)cc1)C(=O)c1ccccc1C2=O (stereo unspecified)	i	-39%	-1	-7	-2.2	1260	0.37	1110	i	1	-41%	-0.75	-0.28	-0.47	1.2	1.5	2.1	9.3
Cc1ccc(S(=O)(=O)NC2(C(=O)O)CCCCC2)cc1	i	-2%	6	-26	-0.4	1065	·	·	i	-2	-8%	-0.66	-0.049	-0.11	1.6	2.2	1.7	6.9
Cc1sc(NC(=O)CSc2nnc(COc3ccc(Cl)cc3)n2C)c(C#N)c1C	i	-6%	-22	11	-6.5	868	0.03	1184	i	14	1%	-0.17	-0.2	0.13	-0.22	2.3	2.0	9.7
COc1ccc(NC(=O)CN2CCC(C)CC2)cc1	i	16%	-7	-8	-0.6	1033	-0.58	1224	i	-2	6%	0.53	-0.21	-0.35	-0.41	3.4	2.2	8.0

# A few values from the results shown:
# Dynein cargo inh cell count with COC(=O)C1=C(C(=O)OC)C2(OC1c1ccc(Br)cc1)C(=O)c1ccccc1C2=O (stereo unspecified) is entered as 1.2
# human PMI inhibition with Cc1sc(NC(=O)CSc2nnc(COc3ccc(Cl)cc3)n2C)c(C#N)c1C is entered as -6%
